High-throughput results (PubChem)
IDE cell activ: human IDE activators in live cells, primary screen, fluorescence polarization, HEK cells, FAbeta-B substrate; Insulin-degrading enzyme (Homo sapiens), P14735; FAbeta-B cleavage; 0% vehicle, 100% cell-free pure enzyme wells; activation, % at 5.96 µM; actives 0.073% (n = 340,000); AID 493087, 2011;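 active = activation above the mean of all tested compounds plus 3 SD, set per screening campaign, cut at about 17% in these data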
IDE cell inh: human IDE inhibitors in live cells, primary screen, fluorescence polarization, HEK cells, FAbetaB substrate; Insulin-degrading enzyme (Homo sapiens), P14735; FAbetaB cleavage; inhibition, % at 5.59 µM; actives 0.41% (n = 320,000); AID 434962, 2010;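 active = percent inhibition above the average of all tested compounds plus 3 SD, set per screening campaign, cut at about 16% in these data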;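 also: IDE supplied by intact live HEK cells; FP after avidin binding of uncleaved biotin substrate so inhibition keeps polarization high; 0% = DMSO wells and 100% = 60 µM reference IDE inhibitor Ii1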
PHOSPHO1 inh: PubChem AID 1565 | actives 1.1% (n = 290,000) | inhibition, % at 13.3 µM | Phosphoethanolamine/phosphocholine phosphatase (Homo sapiens), Q8TCT1 | recombinant PHOSPHO1, absorbance phosphatase assay; in the data active = inhibition above about 60%
Target sequence (Q8TCT1 whole entry, looked up): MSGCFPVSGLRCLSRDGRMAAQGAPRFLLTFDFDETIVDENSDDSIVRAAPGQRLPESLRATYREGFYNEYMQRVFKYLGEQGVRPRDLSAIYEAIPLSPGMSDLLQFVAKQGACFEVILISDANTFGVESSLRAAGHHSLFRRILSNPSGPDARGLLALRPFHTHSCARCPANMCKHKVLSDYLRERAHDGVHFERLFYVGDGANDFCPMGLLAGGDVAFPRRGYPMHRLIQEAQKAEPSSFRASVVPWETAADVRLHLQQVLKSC
GalR3 antagonist: GalR3 antagonists in HEK293 cells, primary screen, cell-based, fluorescence readout. Galanin receptor type 3 (Homo sapiens), O60755. HEK293 GalR3-CNG cAMP membrane potential fluorescence; galR3 body fused to GalR1 C-terminus. inhibition, % at 3 µM. actives 0.44% (n = 360,000). AID 651719, 2012;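 active = inhibition above the screen-wide average plus 3 SD, cut at about 13% in these data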;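 also: forskolin and galanin both at EC90 stimulate the cells; cAMP rise reported by CNG channel membrane potential dye signal; 0% = forskolin plus galanin with DMSO and 100% = forskolin alone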
Target sequence (O60755 1-299 limits assumed): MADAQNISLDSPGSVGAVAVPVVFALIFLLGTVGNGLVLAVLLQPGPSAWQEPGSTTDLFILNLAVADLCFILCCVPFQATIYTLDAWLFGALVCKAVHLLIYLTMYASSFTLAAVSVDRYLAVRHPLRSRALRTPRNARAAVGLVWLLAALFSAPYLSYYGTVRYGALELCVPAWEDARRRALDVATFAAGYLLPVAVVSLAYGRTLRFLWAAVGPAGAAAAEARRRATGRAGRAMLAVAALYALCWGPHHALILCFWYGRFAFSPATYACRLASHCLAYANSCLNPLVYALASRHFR
p-CIP stab down: p/CIP-EGFP fusion destabilizers, primary screen, fluorescence, F442A cells | AID 1984, 2009 | decrease of EGFP signal, % at 10 µM | 16 h | actives 0.01% (n = 290,000) | Q05BA5;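 active = EGFP signal decrease of at least 30% at 10 µM or well 3 SD below plate mean, unless failing retest; inactive = the rest, including hits failing retest or dose response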; also: some compounds called inactive have numbers as strong as hits; many of its hits are not listed in these tables
CRFBP-R2 agonist: agonists of CRF-BP/CRF-R2 complex, primary screen, cell-based, HEK293, calcium dye fluorescence, uHTS; CRF-binding protein / CRF receptor 2 complex (human); calcium dye fluorescence (FLIPR); percent of saturating CRF peptide response; activation, % at 13.2 µM; actives 0.46% (n = 350,000); AID 588473, 2011;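 active = activation of at least 50%, plus an integration ratio under a set limit after plate pattern correction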;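 also: plate controls were neutral control wells without compound for no effect and CRF at EC100 for full effect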
CHRM4 PAM: human M4 muscarinic receptor positive allosteric modulators, primary screen, CHO-K1 cells, Fluo-8 calcium fluorescence | Muscarinic acetylcholine receptor M4 (Homo sapiens), P08173 | CHO-K1 hM4/Gqi5, ACh EC20; 0% = ACh EC20, 100% = maximal ACh | activation, % at 3 µM | actives 0.4% (n = 360,000) | AID 624126, 2012;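 active = activation above its plate's cutoff, the mean activation of sample wells plus 3 SD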; also: some results filed as inactive read as strong as hits
Target sequence (P08173 whole entry, looked up): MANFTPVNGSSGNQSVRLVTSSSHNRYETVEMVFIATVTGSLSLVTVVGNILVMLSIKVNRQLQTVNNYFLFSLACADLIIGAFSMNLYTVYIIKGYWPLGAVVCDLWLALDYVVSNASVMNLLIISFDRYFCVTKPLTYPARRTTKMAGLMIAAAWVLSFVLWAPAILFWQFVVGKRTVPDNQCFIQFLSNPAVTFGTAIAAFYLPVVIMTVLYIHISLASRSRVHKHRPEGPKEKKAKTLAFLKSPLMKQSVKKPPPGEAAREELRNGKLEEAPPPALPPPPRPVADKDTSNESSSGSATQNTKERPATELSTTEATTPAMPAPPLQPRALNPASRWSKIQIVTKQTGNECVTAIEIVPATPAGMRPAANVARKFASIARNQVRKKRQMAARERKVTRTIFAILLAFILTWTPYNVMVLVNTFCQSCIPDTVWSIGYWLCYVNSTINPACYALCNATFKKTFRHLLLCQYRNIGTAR
CRFR2-BP antag: antagonists of CRF-BP/CRF-R2 complex, primary screen, cell-based, HEK293, calcium dye fluorescence, uHTS; CRF-induced calcium fluorescence; AID 588475, 2011; actives 0.59% (n = 350,000); inhibition, % at 11.8 µM;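 active = inhibition of the ligand-induced calcium signal above about 50% at the single tested concentration, limit read from the data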
MEKK3 PB1 HTS: modulators of MEKK3-MEK5 PB1 binding, primary screen, biochemical, wildtype MEKK3, multiplex bead flow cytometry, Alexa488-MEK5; Mitogen-activated protein kinase kinase kinase 3 (Homo sapiens), Q99759; bead-based flow cytometry, Alexa488-MEK5 binding to MEKK3; actives lie on both sides; 0 = blocked by unlabeled MEK5, 100 = vehicle; binding response (% of control), % at 10 µM; actives 1.4% (n = 290,000); AID 1529, 2009;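 active = binding response more than 3 SD above or below the average of its plate-row segment, actives on both sides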;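 also: Alexa488 bead fluorescence after subtracting the streptavidin-only scavenger bead signal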
The depositor's hits bear a star; nt = no result given; [ ] = another dose, or the depositor's remark. This is a random part of the collection; any-hit rate near 4.2%.

SMILES	IDE cell activ	IDE cell inh	PHOSPHO1 inh	GalR3 antagonist	p-CIP stab down	CRFBP-R2 agonist	CHRM4 PAM	CRFR2-BP antag	MEKK3 PB1 HTS
O=C(C1CCCN(S(=O)(=O)c2ccc(F)cc2)C1)N1CCOCC1 (centres undefined)	-2.6	nt	nt	5.0	nt	-1.1	-3.7	3.7	nt
COc1ccc(C(=O)c2oc3ccccc3c2N)cc1	-1.3	1.1	17.4	-5.3	-1.3	-2.9	10.1	8.0	91.0
Cc1ccc(C(=O)N2CCN(Cc3ccc4c(c3)OCO4)CC2)o1	5.8	0.4	36.6	-3.3	-18.5	-2.8	2.3	-2.9	103.0
Cc1ccc(CNc2ccc(S(=O)(=O)N3CCOCC3)cc2[N+](=O)[O-])cc1	1.9	6.7	-5.2	-2.0	-10.9	0.2	7.5	-0.2	98.0
CN(C)CCNc1nc2c(c(=O)[nH]c(=O)n2C)n1CC(O)COc1ccc(Cl)cc1Cl (centres undefined)	-4.3	3.0	4.6	-2.6	-2.5	-2.3	-2.0	3.1	103.0
N#CCCn1cc(C(CC(=O)c2ccc(Br)cc2)C(=O)O)c2ccccc21 (centres undefined)	3.0	-2.6	13.0	nt	-22.0	-0.3	7.2	11.3	98.0
O=C(O)c1cc(-c2cccs2)[nH]n1	0.1	-2.9	-28.9	-4.6	-9.8	4.2	28.0*	1.2	92.0
Cc1cccc2cc(CN(Cc3ccc(F)cc3)C(=O)N3CCOCC3)c3nnnn3c12	5.3	-0.9	15.9	-2.1	3.2	0.5	-6.8	-33.2	102.0
Cc1noc(C)c1COc1ccc(C(=O)NNC(=O)c2ccccc2O)cc1	-1.1	-0.9	nt	-6.2	nt	-1.1	12.7	-3.5	nt
COCCn1c(=NC(=O)C2COc3ccccc3O2)sc2cc(S(N)(=O)=O)ccc21 (centres undefined)	-1.4	1.0	-5.1	-5.8	-4.4	0.8	-13.3	2.2	110.0
O=C1C=C(NCc2ccc(Cl)c(Cl)c2)C2(CCCCC2)O1	-2.5	-1.3	7.2	-4.9	4.3	0.4	-3.7	-11.7	107.0
Cc1ccc(/C=C2\SC(N)=NC2=O)s1	0.6	6.2	-4.6	-4.9	-5.5	-0.2	-2.6	-4.8	98.0
COC(=O)Nc1ccc(S(=O)(=O)N2CCCC(C(=O)NCC3CCCO3)C2)cc1 (centres undefined)	1.9	1.0	nt	0.3	nt	-0.2	1.0	-5.8	nt
Cc1cccc(-n2nc3c([n+]2[O-])CCc2nonc2-3)c1C	4.6	-4.9	12.6	-4.5	7.7	0.6	2.7	9.7	89.0
CC(C)C12CN3CC(C(C)C)(CN(C1)C3c1ccco1)C2=O (centres undefined)	-5.0	6.4	28.4	-3.1	-0.6	-3.7	11.8	-3.2	99.0
Clc1ccccc1-c1nnc2sc(-c3ccccn3)nn12	-2.0	nt	-4.7	-3.8	-0.3	-1.4	10.8	-36.7	108.0
CCOc1ccccc1OCCCC(=O)N1CCN(S(=O)(=O)c2ccc(C)cc2C)CC1	7.4	3.1	nt	-4.4	nt	-0.2	-0.4	7.0	nt
Fc1ccc(-c2nc3nc4ccccc4nc3n2Cc2ccco2)cc1	0.1	1.2	13.4	-0.9	-7.6	0.0	-3.8	0.7	100.0
Cc1nc2cc(NC(=O)COc3ccc(C#N)cc3)ccc2n1-c1ccccc1	6.2	-1.8	15.5	1.5	-13.2	-0.2	-5.2	10.9	2.0*[inhibitor]
CC(Cl)C(=O)Nc1cc(C(C)(C)C)nn1-c1ccccc1 (centres undefined)	0.2	-3.5	-41.6	-6.2	-5.7	-0.4	4.0	1.7	100.0
COCCCNC(=O)C1CCN(c2ncccn2)CC1	-0.3	7.3	0.6	-2.3	-15.2	0.2	-1.7	-58.8	95.0
O=C(NCCCO)c1ccc(CSc2nc3ccccc3[nH]2)cc1	2.5	-2.2	31.1	-2.5	-1.9	-1.3	-8.2	0.9	99.0
CC1(C)CC(=O)C2=C(C1)N1CCCCC1CC2=O (centres undefined)	1.2	-3.4	26.0	-5.2	-17.0	1.8	13.2	1.6	74.0
OC1(c2cccs2)CN(c2ccc(Br)cc2)C2=[N+]1CCCS2 (centres undefined)	-7.7	11.8	-89.1	-8.8	0.5	4.9	-13.8	-18.1	107.0

Given as a markdown table: entries from further up.
| smiles | IDE cell activ | IDE cell inh | PHOSPHO1 inh | GalR3 antagonist | p-CIP stab down | CRFBP-R2 agonist | CHRM4 PAM | CRFR2-BP antag | MEKK3 PB1 HTS |
| --- | --- | --- | --- | --- | --- | --- | --- | --- | --- |
| Fc1ccc(-c2nc3nc4ccccc4nc3n2Cc2ccco2)cc1 | 0.1 | 1.2 | 13.4 | -0.9 | -7.6 | 0.0 | -3.8 | 0.7 | 100.0 |
| Cc1nc2cc(NC(=O)COc3ccc(C#N)cc3)ccc2n1-c1ccccc1 | 6.2 | -1.8 | 15.5 | 1.5 | -13.2 | -0.2 | -5.2 | 10.9 | 2.0*[inhibitor] |

New compounds follow.
SMILES	IDE cell activ	IDE cell inh	PHOSPHO1 inh	GalR3 antagonist	p-CIP stab down	CRFBP-R2 agonist	CHRM4 PAM	CRFR2-BP antag	MEKK3 PB1 HTS
Nn1c(SCC(=O)Nc2ccc(N3CCOCC3)cc2)nnc1-c1cccc(F)c1	-2.7	-0.4	nt	-3.7	nt	-2.1	10.7	10.2	nt
COc1cccc(O)c1CN1CCC(Oc2ccc(C(=O)NCc3ccccn3)cc2)CC1	4.8	-4.8	14.0	-10.0	-8.3	0.6	-7.3	20.8	103.0
COc1ccc(C2NCCc3sccc32)cc1 (centres undefined)	0.3	5.7	-14.3	-3.4	4.9	-1.4	0.1	-4.9	98.0
Cc1oc(-c2ccccc2F)nc1CS(=O)(=O)CC(=O)NCCN1CCCC1	6.0	6.3	17.1	-8.4	-4.7	0.2	4.4	-8.0	103.0
COc1ccc(-c2cc(C(F)(F)F)c3c(n2)sc2c(O)cc(=O)[nH]c23)c(OC)c1	-13.0	13.3	-4.0	-1.0	-11.1	79.8*	-4.5	-126.3	103.0
O=C(CSc1ccc2nnc(CCNC(=O)c3ccccc3)n2n1)NCCc1ccccc1	2.5	5.8	-11.5	0.0	5.9	-1.0	5.0	-2.8	103.0
CC(OC(=O)[C@@H](NS(=O)(=O)c1ccccc1)C(C)C)C(=O)c1c(N)n(C)c(=O)n(C)c1=O (some centres undefined)	nt	nt	nt	-7.2	nt	-0.7	1.9	-15.3	nt
COc1ccc(CCN(Cc2cc3cc(C)cc(C)c3nc2Cl)C(=O)C2CC2)cc1	5.2	6.4	-7.4	-12.8	7.8	6.5	4.0	-3.1	nt
COc1cccc2sc(=NC(=O)CS(=O)(=O)c3ccc(F)cc3)n(C)c12	3.5	1.8	nt	1.3	nt	-1.0	8.9	5.7	nt
N#Cc1cccc(S(=O)(=O)NCC(=O)OCC(=O)NCc2ccccc2)c1	0.3	3.1	nt	1.8	nt	-1.4	12.5	19.4	nt
CCCOCC(O)CC(Cc1ccccc1)C(=O)NN (centres undefined)	2.1	7.4	32.1	-7.8	-8.5	-1.0	-0.8	-18.9	90.0
Cc1ccc(C)c(C2C(=O)c3ccccc3C2=O)c1	1.6	-4.6	19.4	-2.4	-3.3	0.7	-3.3	6.9	96.0

Part of the list above, with values under each structure:
The line under a structure holds: IDE cell activ, IDE cell inh, PHOSPHO1 inh, GalR3 antagonist, p-CIP stab down, CRFBP-R2 agonist, CHRM4 PAM, CRFR2-BP antag, MEKK3 PB1 HTS
> Cc1ccc(/C=C2\SC(N)=NC2=O)s1
  0.6, 6.2, -4.6, -4.9, -5.5, -0.2, -2.6, -4.8, 98.0
> COc1ccc(CCN(Cc2cc3cc(C)cc(C)c3nc2Cl)C(=O)C2CC2)cc1
  5.2, 6.4, -7.4, -12.8, 7.8, 6.5, 4.0, -3.1, nt
> CC1(C)CC(=O)C2=C(C1)N1CCCCC1CC2=O (centres undefined)
  1.2, -3.4, 26.0, -5.2, -17.0, 1.8, 13.2, 1.6, 74.0
> O=C(CSc1ccc2nnc(CCNC(=O)c3ccccc3)n2n1)NCCc1ccccc1
  2.5, 5.8, -11.5, 0.0, 5.9, -1.0, 5.0, -2.8, 103.0
> CC(Cl)C(=O)Nc1cc(C(C)(C)C)nn1-c1ccccc1 (centres undefined)
  0.2, -3.5, -41.6, -6.2, -5.7, -0.4, 4.0, 1.7, 100.0

(next part)
SMILES	IDE cell activ	IDE cell inh	PHOSPHO1 inh	GalR3 antagonist	p-CIP stab down	CRFBP-R2 agonist	CHRM4 PAM	CRFR2-BP antag	MEKK3 PB1 HTS
Nc1nncn1C(=O)CCc1ccccc1	-1.6	3.5	39.0	1.6	3.0	3.7	18.7	-7.9	101.0
COC(=O)c1ccc(C(=O)OC)c(NC(=O)CSc2n[nH]c(N)n2)c1	2.7	3.6	nt	-0.7	nt	-1.4	1.6	4.8	nt
O=C(CN1CCN(c2ccccn2)CC1)Nc1cccc(Br)c1	0.7	-0.2	6.5	-11.5	-9.3	-0.9	-2.0	16.1	92.0
COc1ccccc1N1CCN(C(=O)CCc2ccccc2)CC1	3.4	-0.8	-25.6	-5.8	5.7	-1.4	-0.7	0.3	103.0
O=C(CSc1nc2ccccc2o1)Nc1ccccc1N1CCCCCC1	10.2	-1.8	40.8	-0.7	-1.1	-0.3	4.2	10.7	103.0
N#CCCN(/N=C/c1cccnc1)C1=NS(=O)(=O)c2ccccc21	-2.2	3.9	1.1	-0.3	-3.7	-0.1	-7.2	1.0	99.0
O=C(N/N=C/c1ccc2c(c1)OCO2)c1cc(-c2ccc(F)cc2)nc2ccccc12	0.7	1.8	-11.7	2.2	-9.2	0.5	-5.2	-10.1	108.0
Cc1cc(CN2CCOCC2)c(O)c(C2(C)CCCCC2)c1	1.6	-0.6	-11.1	-4.6	-10.5	1.5	-0.8	-4.8	104.0
CSCCC(C(=O)OCC(=O)c1ccc(C)c(C)c1)N1C(=O)c2cc(Cl)c(Cl)cc2C1=O (centres undefined)	5.8	-1.4	7.8	-1.0	-3.0	4.7	-3.3	2.3	2.0*[inhibitor]
CCOC(=O)c1cnn2c(C)cc(-c3ccc(F)cc3)nc12	4.2	1.2	5.6	4.9	3.4	-0.7	9.7	0.8	102.0
O=C(c1cccn(Cc2cccc(Cl)c2)c1=O)N1CCOCC1	9.5	0.4	-8.0	-3.5	-8.3	-0.9	10.4	7.0	97.0
CN(Cc1ccccc1)S(=O)(=O)c1ccc(NC(=O)C2CCCCC2C(=O)O)cc1 (centres undefined)	-7.0	6.5	nt	-4.7	nt	0.5	-4.1	8.1	nt
Cc1ccccc1N(Cc1cc(=O)[nH]c2ccccc12)C(=O)C(C)C	0.5	7.8	28.3	-5.3	-2.2	1.9	-5.7	6.2	101.0
O=C(N/N=C/c1cccc([N+](=O)[O-])c1O)c1cccs1	-4.4	3.6	0.8	-1.9	-4.6	-2.6	-2.2	-2.2	96.0
